Screening data from PubChem.
KCNQ2 inh: KCNQ2 potassium channel inhibitors, primary screen, cell-based, CHO-K1, FluxOR thallium flux, B-score (AID 2156) | 1.1% of 310,000 active | 20 min; stronger effect = lower value | B-score at 10 µM;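 active = fluorescence ratio B-score at most minus 3 library SDs, with starting brightness B-score within 2 library SDs, cut at about -5.5 in these data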
CHT inh: inhibitors of human choline transporter CHT. B-score at 10 µM. High affinity choline transporter 1 (Homo sapiens), Q9GZV3. 0.86% of 310,000 active. CHT-expressing cells, membrane potential dye, choline response; stronger effect = lower value. AID 488975, 2010;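 active = B-score over 3 SD under the library average, and starting fluorescence ratio not unusually high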;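 note: choline stimulus applied at its EC90 after an EC20 pre-addition; B-score computed on integrated fluorescence ratio after choline addition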
Target sequence (Q9GZV3 whole entry, looked up): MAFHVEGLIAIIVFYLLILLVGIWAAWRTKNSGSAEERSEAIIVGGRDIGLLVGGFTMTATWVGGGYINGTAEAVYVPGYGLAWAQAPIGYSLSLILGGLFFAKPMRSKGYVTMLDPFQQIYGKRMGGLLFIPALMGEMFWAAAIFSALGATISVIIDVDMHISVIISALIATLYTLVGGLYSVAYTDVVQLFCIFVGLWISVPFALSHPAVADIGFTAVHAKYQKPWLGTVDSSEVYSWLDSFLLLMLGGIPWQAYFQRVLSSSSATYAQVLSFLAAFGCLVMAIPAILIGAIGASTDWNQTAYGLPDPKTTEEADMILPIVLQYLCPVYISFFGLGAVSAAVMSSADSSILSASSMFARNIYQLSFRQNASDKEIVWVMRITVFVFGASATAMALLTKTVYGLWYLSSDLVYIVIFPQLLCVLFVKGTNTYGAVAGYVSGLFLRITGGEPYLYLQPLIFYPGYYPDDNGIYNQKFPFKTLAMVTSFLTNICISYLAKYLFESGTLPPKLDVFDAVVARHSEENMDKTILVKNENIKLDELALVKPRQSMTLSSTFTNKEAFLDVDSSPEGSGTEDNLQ
Kir21 inh: inhibitors of mouse Kir2.1 inward-rectifier potassium channel; Inward rectifier potassium channel 2 (Mus musculus), P35561; AID 1672, 2009; 0.85% of 310,000 active; B-score at 10 µM; HEK293-Kir2.1, FluxOR thallium flux fluorescence; stronger effect = lower value;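 active = fluorescence ratio B-score at or below minus 3 SD of library scores, with starting-brightness B-score within 2 SD, cut at about -4.2 in these data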;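 note: channel flux triggered by added potassium and thallium sulfate stimulus; B-score of peak minus minimum fluorescence over baseline after thallium stimulus; more negative B-score means stronger Kir2.1 block with less thallium influx; some compounds called inactive have numbers as strong as hits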
Target sequence (P35561 whole entry, looked up): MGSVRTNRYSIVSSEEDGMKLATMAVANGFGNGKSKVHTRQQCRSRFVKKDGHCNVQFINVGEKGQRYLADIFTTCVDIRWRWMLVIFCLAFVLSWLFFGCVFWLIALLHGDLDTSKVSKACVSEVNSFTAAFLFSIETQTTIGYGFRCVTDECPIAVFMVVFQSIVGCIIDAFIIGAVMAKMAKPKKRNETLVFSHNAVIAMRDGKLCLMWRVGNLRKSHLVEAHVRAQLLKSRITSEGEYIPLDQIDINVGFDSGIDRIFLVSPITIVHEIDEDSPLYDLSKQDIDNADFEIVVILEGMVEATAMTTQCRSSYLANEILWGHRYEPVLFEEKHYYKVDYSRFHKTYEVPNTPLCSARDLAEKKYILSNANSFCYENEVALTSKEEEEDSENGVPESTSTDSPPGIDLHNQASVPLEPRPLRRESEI
Starred values were filed as active, the others as inactive; i = inactive; . = no result given.

SMILES	KCNQ2 inh	CHT inh	Kir21 inh
COc1ccc(C(=O)OCC(=O)Nc2nc3c(F)c(F)c(F)cc3s2)cc1OC	i	i	-1.6
O=C(COc1ccccc1[N+](=O)[O-])Nc1cccc(C(=O)Nc2ccccc2C(=O)O)c1	i	i	-1.6
CC(=O)c1sc(NC(=O)CCCOc2ccc(Cl)cc2)nc1C	i	i	-0.35
Cc1ccc(NC(=S)NC(=O)/C=C/c2ccc(Cl)cc2)cc1	i	i	0.01
COc1ccc(F)cc1S(=O)(=O)N1CCCN(S(=O)(=O)c2cc(F)ccc2OC)CC1	i	i	0.22
CC(=O)Nc1c(C(=O)N2CCCCCC2)cnn1-c1ccccc1	i	i	0.21
CC(=O)Nc1ccc(CN2CCCC(CCC(=O)NCc3ccccc3F)C2)cc1 (stereo unspecified)	i	i	-0.55
COC(=O)[C@@H](NC(=O)NCc1cccs1)C(C)C	i	i	-0.22
CC(C)c1ccc(C(C(=O)NC2CCCCC2)N(C(=O)c2csnn2)C2CC2)cc1 (stereo unspecified)	i	i	-0.16
Cc1c(C(=O)O)sc2nc3n(c(=O)c12)CCC3	i	i	-1.2
COc1ccccc1OCc1ccc(C(=O)N2CCN(C)CC2)o1	i	i	2.9
CN(C)CCNC(=O)COc1cccc(Cl)c1	i	i	0.43
Cc1ccc(NC(=O)Cn2nc([N+](=O)[O-])c(Br)c2C)cc1C	i	i	0.36
O=[N+]([O-])c1cccc(-c2nc(-c3ccncc3)no2)c1	i	i	-0.92
Nc1c(-c2ccccc2)c(CN2CCOCC2)nn1-c1ccc(F)cc1	i	i	0.2
Cc1ccccc1-c1nc(CS(=O)(=O)CC(=O)N2CCc3ccccc3C2)c(C)o1	i	i	-1.5
O=C(c1ccc2c(=O)n(C3CCCC3)c(=S)[nH]c2c1)N1CCN(C2CCCCC2)CC1	i	i	-0.83
COC(=O)COc1cccc(NC(=O)C(c2ccccc2)c2ccccc2)c1	i	i	-0.03
Cc1cc(C)n(S(=O)(=O)c2ccc(C)c(C)c2)n1	i	i	0.61
Cc1cccc(CN2CCN(Cc3cccc4nonc34)CC2CCO)n1 (stereo unspecified)	i	i	-0.01
CN(C)C(=O)c1ccc(NC(=O)COc2cccc(Oc3ccccc3)c2)cc1	i	i	1.1
CCCN(C(=O)COC(=O)COc1c(C)cccc1C)c1c(N)n(Cc2ccccc2)c(=O)[nH]c1=O	i	i	0.46
CN(C(=O)c1ccc(F)cc1)c1ccccc1C(=O)NCc1ccccc1	i	i	0.39
CC1Cn2c(nnc2-c2ccccc2O)S1 (stereo unspecified)	i	i	0.37
COc1n[nH]c(C(=O)Nc2cc(F)ccc2C)c1[N+](=O)[O-]	i	i	-0.1

More entries follow.
SMILES	KCNQ2 inh	CHT inh	Kir21 inh
COCCNC(=O)CSc1nc2sc(C)c(C)c2c(=O)n1-c1ccccc1	i	i	0.07
O=C(CSc1ccc(-c2ccccn2)nn1)NCc1ccc(Cl)cc1	i	i	0.54
COc1ccccc1C(=O)NC(=O)CSc1cccc[n+]1[O-]	i	i	0.08
O=c1c2c3c(sc2nc(NCCO)n1-c1ccccc1)CCCC3	i	i	0.24
FC(F)(F)c1cccc(NC(=S)NC(c2ccccc2)c2ccccc2)c1	i	i	1.3
CCC(CO)(CO)N(CC(=O)Nc1ccc(OC)cc1)CC(=O)Nc1ccc(OC)cc1	i	i	-0.05
O=C(CSC1=NCCN1)NC1CCCCCC1	i	i	0.67
CC1CCCN(CCCOc2ccccc2-c2ccccc2)C1 (stereo unspecified)	i	.	0.31
Cc1ccc(NC(=O)CNC(=O)c2ccc(Oc3ccccc3)cc2)nc1	i	i	0.56
COc1cc(CNc2ccc3[nH]c(=O)[nH]c3c2)ccc1OCc1ccc(Cl)cc1	i	i	-0.64
COc1ccc(-c2cc(C(F)F)n3ncc(C(=O)N4CCc5ccccc54)c3n2)cc1	i	i	-0.4
O=C(NCC1CCCO1)c1ccc(Cl)c(F)c1F (stereo unspecified)	i	i	2.5
COc1ccccc1CCN1CCCC(CN(C)CC(C)(C)CO)C1 (stereo unspecified)	i	i	-1
CCCCCCCOc1ccc(C2(C)NC(=O)NC2=O)cc1 (stereo unspecified)	i	i	0.19
COCCN1CCN(Cc2cn(C)nc2-c2ccc(Oc3ccccc3)cc2)CC1	i	i	-0.02
O=C(CCN1C(=O)/C(=C\c2ccccc2)SC1=S)Nc1ccc(C(=O)O)cc1	i	i	-1.7
COc1cc(/C=N/N2CCN(C3c4ccccc4-c4ccccc43)CC2)ccc1O	i	i	-0.82
Cc1ccccc1NS(=O)(=O)c1cc(C(=O)NCCSC2CCCCC2)ccc1C	-5.8*	i	0
CCC(NC(=O)CCl)c1ccc(C)cc1 (stereo unspecified)	i	i	1.8
CC(=O)c1cccc(NC(=O)c2ccc3c(c2)C(=O)N(Cc2cccnc2)C3=O)c1	i	i	1.3
CCCCNc1nc2c(c(=O)n(C)c(=O)n2C)n1Cc1cccc(OC)c1	i	i	0.17
CCOc1cc(C(=O)NCCC(=O)N2CCC3(CC2)NCCc2[nH]cnc23)cc(OCC)c1OCC	i	i	1.9
O=c1[nH]c2c(Br)cnc([N+](=O)[O-])c2[nH]1	i	i	0.01
CCCOc1ccccc1C(=O)N(Cc1cccs1)C1CCS(=O)(=O)C1 (stereo unspecified)	i	i	-1.8
O=c1c(Cc2ccc(F)cc2)c(O)ccn1C1CCCCC1	i	i	0.54

More records:
SMILES	KCNQ2 inh	CHT inh	Kir21 inh
O=C(CCN1C(=O)c2ccccc2C1=O)Nc1ccccc1C(=O)N1CCOCC1	i	i	0.03
COC(=O)CC1=Nc2ccccc2NC(=O)C1	i	i	0.69
S=C(NCCSCc1c(Cl)cccc1Cl)Nc1ccccc1	i	i	-5.1*
COC(=O)Cc1ccc(NC(=S)Nc2cccc(C)n2)cc1	i	i	1.2
Cc1nc(SC2CC(=O)N(c3ccc([N+](=O)[O-])cc3)C2=O)nc2c1CCCC2 (stereo unspecified)	i	i	-1.7
CC(=O)C1=C(O)C(=O)N(Cc2ccco2)C1c1cccc(F)c1 (stereo unspecified)	i	i	-0.44
O=C(COC(=O)c1ccccc1Cl)NCCC1=CCCCC1	i	i	-3.3
CCOC(=O)c1cc(C(O)(C(F)(F)F)C(F)(F)F)c(/N=C/N(C)C)o1	i	i	-0.72
Cc1cccc(C)c1NC(=O)CSc1nnc(NC(=O)c2ccccc2C(=O)O)s1	i	i	4.1
Cn1c(=O)c2c(nc(CN3CCN(c4ccccc4F)CC3)n2CCN2CCOCC2)n(C)c1=O	i	i	0.33
COc1c(C)cc(S(=O)(=O)N2CCCC2)c(C)c1C	i	i	-0.84
Cn1ccnc1COc1ccc(C=O)cc1	i	i	0.84
CCOC(=O)C1CCN(CC(=O)Nc2c(C(=O)OC)[nH]c3cccc(Cl)c23)CC1	i	i	1.3
Cc1c(N=C2SCC(=O)N2c2c(C)n(C)n(-c3ccccc3)c2=O)c(=O)n(-c2ccccc2)n1C	i	i	-0.33
CCOC(=O)c1ccc(S(=O)(=O)NCCN(CC)CC)cc1	i	i	1.9
COc1ccc(C(C)NC(=O)c2ccccc2Br)cc1OC (stereo unspecified)	i	i	0
CSc1ccc(Cl)c(C(=O)OCC(=O)N2CCOCC2)c1	i	i	-0.16
O=C(CN1C(=O)NC2(CCCC2)C1=O)Nc1ccc(Cl)c(C(F)(F)F)c1	i	i	-0.42
COc1ccc(/C(N)=N/OC(=O)CC2CCCCC2)cc1OC	i	i	-1
Cc1csc(SCC(=O)NCc2cccc(Cl)c2)n1	i	i	-0.45
CCN(CC)CCCN1C(=O)C(=O)/C(=C(/O)c2cc(C)ccc2C)C1c1cccnc1 (stereo unspecified)	i	i	0.03
Cc1cccc(-c2noc(-c3ccccc3C(=O)NCC3CCCO3)n2)c1 (stereo unspecified)	i	i	0.33
CCC(C)(C)n1nnnc1CN1CCN(c2nc3ccc(C)cc3cc2C#N)CC1	i	i	-2.5
COc1ccc(CCNC(=O)COc2ccc([N+](=O)[O-])cc2)cc1	i	i	-0.17
COCC1CCCCN1C(=O)c1ccc2oc(CCc3ccccc3)nc2c1 (stereo unspecified)	i	i	-2.8

(continued)
SMILES	KCNQ2 inh	CHT inh	Kir21 inh
CC(NC(=O)COC(=O)c1cc([N+](=O)[O-])ccc1N1CCOCC1)c1ccc(F)cc1 (stereo unspecified)	i	i	-0.64
C[C@@]12CCC=C[C@H]1[C@H](c1ccc(F)c(/C=C/c3ccccc3)c1)N(Cc1ccccc1)C2=O	i	i	1.5
Cc1cccc(/C=C/c2onc(C)c2S(=O)(=O)N2CCC(C(=O)NC(C)C)CC2)c1	i	i	2.2
c1ccc(CN2CCN(Cc3cn4cccnc4n3)CC2)cc1	i	i	1.6
Cc1[nH]c2ccccc2c1/C=N/Nc1ccc([N+](=O)[O-])cc1	i	i	-4.4
COc1ccc(-n2nnnc2SCC(=O)Nc2cccc(NC(C)=O)c2)cc1OC	i	i	0.63
COc1ccccc1NC(=O)N1CCC(c2nc3ccccc3o2)CC1	i	i	-0.7
COc1ccc(CN2CCNC(=O)C2CC(=O)NCc2ccc(C)s2)c(OC)c1 (stereo unspecified)	i	i	-0.61
COc1ccc(/C=C/C(=O)NCC2COc3ccccc3O2)cc1OC (stereo unspecified)	i	i	0.99
Cc1nnc(SCC(=O)N2CCCCCC2)n(N)c1=O	i	i	0.1
CC(C)C[C@H](NC(=O)c1nc[nH]c1C(=O)NCc1ccccc1)C(=O)OCc1ccccc1	i	i	0.31
O=C(Nc1ccc(N2CCCC2)c(Cl)c1)c1ccccc1[N+](=O)[O-]	i	i	0.66
O=[N+]([O-])c1cnc2ccccc2c1	i	i	-1.4
Cc1ccc(C2=NN(C(=O)CCC(=O)O)C(c3cn(-c4ccccc4)nc3-c3ccc(C)cc3)C2)cc1 (stereo unspecified)	i	i	0.15
O=C(CN1CCCCCC1)NCc1ccccc1	i	i	-1.3
CCCCC(=O)OCC(=O)Nc1ccc(OC(F)F)cc1	i	i	0.07
Cc1sc2nc(SCC(=O)c3cccs3)n(Cc3ccco3)c(=O)c2c1C	i	i	0.37
CCn1cc(C(=O)N2CCN(c3ccc(C(C)=O)cc3)CC2)c2cc(OC)c(OC)cc2c1=O	i	i	1.6
COc1ccc(C(C)(C)C)cc1S(=O)(=O)N1CCN(C)CC1	i	i	-0.3
CC(O)Cn1cnc2c1c(=O)n(C)c(=O)n2C (stereo unspecified)	i	i	1.4
CCCCCc1ccc(CC(=O)Nn2c(C)nc3ccccc3c2=O)cc1	i	i	0.62
O=C(c1ccc([N+](=O)[O-])cc1)N1CCN(c2ncccn2)CC1	i	i	-0.03
CCC(=O)NC(c1cccc([N+](=O)[O-])c1)c1c(O)ccc2ccccc12 (stereo unspecified)	i	i	-0.68
Cc1ccc(C(C)C)c(Oc2cnccn2)c1	i	i	-0.11
CCOc1cccc(CNCc2ccncc2)c1	i	i	0.18

Among those listed so far, these have an NH in an aromatic ring:
SMILES	KCNQ2 inh	CHT inh	Kir21 inh
O=C(c1ccc2c(=O)n(C3CCCC3)c(=S)[nH]c2c1)N1CCN(C2CCCCC2)CC1	i	i	-0.83
CCCN(C(=O)COC(=O)COc1c(C)cccc1C)c1c(N)n(Cc2ccccc2)c(=O)[nH]c1=O	i	i	0.46
COc1n[nH]c(C(=O)Nc2cc(F)ccc2C)c1[N+](=O)[O-]	i	i	-0.1
COc1cc(CNc2ccc3[nH]c(=O)[nH]c3c2)ccc1OCc1ccc(Cl)cc1	i	i	-0.64
CCOc1cc(C(=O)NCCC(=O)N2CCC3(CC2)NCCc2[nH]cnc23)cc(OCC)c1OCC	i	i	1.9
O=c1[nH]c2c(Br)cnc([N+](=O)[O-])c2[nH]1	i	i	0.01
CCOC(=O)C1CCN(CC(=O)Nc2c(C(=O)OC)[nH]c3cccc(Cl)c23)CC1	i	i	1.3
Cc1[nH]c2ccccc2c1/C=N/Nc1ccc([N+](=O)[O-])cc1	i	i	-4.4
CC(C)C[C@H](NC(=O)c1nc[nH]c1C(=O)NCc1ccccc1)C(=O)OCc1ccccc1	i	i	0.31

Next part.
SMILES	KCNQ2 inh	CHT inh	Kir21 inh
CN=C(Nc1ccc(Cl)cc1)c1cccc(C(F)(F)F)c1	i	i	0.56
CCCCC(=O)NCCc1cc2c(C)ccc(C)c2[nH]c1=O	i	i	-0.03
COc1ccc(-c2cn3c(C)c(C(=O)Nc4cc(NC(C)=O)ccc4OC)sc3n2)cc1	i	i	-0.29
CCOC(=O)c1cn(Cc2ccccc2)c(C(=O)OC(C)(C)C)c1O	i	i	-0.58
O=C(O)c1ccc2c(c1)C(=O)N(c1nccs1)C2=O	i	i	-0.03
CCN1CCSc2ccc(C(=O)Nc3ccc(NC(C)=O)cc3)cc21	i	i	-0.36
COc1cccc(C(=O)COC(=O)C(C)N2C(=O)C3C4C=CC(C4)C3C2=O)c1 (stereo unspecified)	i	i	-0.67
COc1cccc(N2CN(C3CCCCC3)CNC2=S)c1	i	i	0.06
CC(C)n1cc(CN2CCC(n3nccc3NC(=O)Cc3ccccc3)CC2)cn1	i	i	1
COc1cccc(C(=O)NN2C(=O)C3C4C=CC(O4)C3C2=O)c1 (stereo unspecified)	i	i	1.4
CSc1ccccc1OCc1cc(C(=O)N(C)C2CCCc3ccccc32)no1 (stereo unspecified)	i	i	-0.24
COCCN(CC(=O)NCc1ccc(F)cc1)C(=O)CCC(=O)Nc1ccccn1	i	i	-0.04
CCCCCC(=O)Nc1ccc(C2C(=O)c3ccccc3C2=O)cc1	i	i	0.15

Not a hit list; overall some 2.6% were active at least once.
